# Bioassay records: PubChem BioAssay, National Center for Advancing Translational Sciences (NCATS)
# PI4K2A inh: qHTS for small molecular inhibitors of PI4K2A; purified PI4K2A, ADP-Glo luminescence, 1 h; stronger effect = lower value; AID 1346378, 2018; actives 0.13% (n = 420,000); Phosphatidylinositol 4-kinase type 2-alpha (Homo sapiens), Q9BTU6; activity change, negative = inhibition, % at 76.9 µM; in the data active means activity change below about -50%; inconclusive means mostly about -30% to -49%;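 further: -100% = wells without enzyme as full effect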
#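 PI4K2A activity was measured by ADP-Glo luminescence: enzyme (4 ug/mL stock) and phosphatidylinositol (1.2 mM stock) in Tris pH 7.5/MgCl2/EGTA/Triton X-100 buffer were reacted with ATP (300 microM stock) for one hour at ambient temperature.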
# RGS4 inhibitor: Inhibitors of Regulator of G Protein Signaling (RGS) 4: qHTS | Regulator of G-protein signaling 4 (Homo sapiens), P49798 | Transcreener GDP fluorescence polarization, RGS4-accelerated GTP hydrolysis | Potency, µM (doses to about 114 µM), without a hit: at the highest dose activity change, negative = inhibition, most hits filed as inhibitors | actives 0.039% (n = 390,000); further: potency means the concentration at half of the fitted maximal effect; on the % scale 0 is the no-effect control and ±100 the full control effect; nearly all actives have a fitted effect of over 75% in size; some results filed as inactive show a strong effect at the top dose
#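 MLSMR compounds (23 nl, pin-transferred) preincubated 10 min at room temperature with a 500nM (2x) first reagent, then RGS4 at 900nM (2x) plus Transcreener GDP mix added; fluorescence polarization (620/688 nm) read before and after 90 min at 30 °C.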
# ALOX12 inh: Primary qHTS assay for inhibitors of human arachidonate 12S-lipoxygenase (ALOX12): Round 2; Polyunsaturated fatty acid lipoxygenase ALOX12 (Homo sapiens), P18054; purified 12hLO, xylenol orange hydroperoxide absorbance; Potency, µM (doses to about 108 µM), inactives show at the highest dose activity change, negative = inhibition, usual class: inhibitors; actives 1.1% (n = 580,000); AID 1671190, 2021; further: potency means the concentration at half of the fitted maximal effect; on the % scale 0 is the no-effect control and ±100 the full control effect
#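 Purified human 12hLO (150 nM final) in 25 mM Hepes, 0.01% Triton X-100, pH 7.0 was preincubated 15 min at room temperature with compound. Then 40 uM arachidonic acid was added, 30 min. Hydroperoxide was read by Fe-XO absorbance ratio 573/405 nm.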
# G9a block: qHTS Assay for Inhibitors of Histone Lysine Methyltransferase G9a; G9a H3K9 monomethylation, AlphaScreen, 2 h; actives 8.8% (n = 350,000); Potency, µM (doses to about 102 µM), without a hit: at the highest dose activity, negative = inhibition, actives largely listed as inhibitors; Histone-lysine N-methyltransferase EHMT2 (Homo sapiens), Q96KQ7; further: potency means the concentration at half of the fitted maximal effect; on the % scale 0 is the no-effect control and ±100 the full control effect; nearly all actives have a fitted effect of over 75% in size
# Target sequence (Q96KQ7 913-1193 limits assumed): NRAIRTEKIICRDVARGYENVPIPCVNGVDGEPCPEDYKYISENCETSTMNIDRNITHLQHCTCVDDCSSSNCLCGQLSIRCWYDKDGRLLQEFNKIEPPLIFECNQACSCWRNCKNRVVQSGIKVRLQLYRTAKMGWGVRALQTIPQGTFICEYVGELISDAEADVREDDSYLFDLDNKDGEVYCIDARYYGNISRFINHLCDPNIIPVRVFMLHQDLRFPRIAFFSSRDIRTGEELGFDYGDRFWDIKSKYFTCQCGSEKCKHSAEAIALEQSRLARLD
#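 Quantitative HTS format: methyltransferase activity on a biotin-tagged H3K9 peptide is measured by AlphaScreen, using a rabbit anti-monomethyl-H3K9 antibody with streptavidin donor and anti-IgG acceptor beads. Final levels are 20 nM enzyme, 500 nM peptide, 20 uM SAM; 2 h RT.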
# ERG Ets-DNA blk: qHTS for Small Molecule Inhibitors of the ERG Ets/DNA interaction | Transcriptional regulator ERG (Homo sapiens), P11308 | fluorescence polarization, His-ERG Ets domain / labelled DNA | Potency, µM (highest dose often 76.9 µM), for inactives: at the top dose FP activity, negative = inhibition, actives largely listed as inhibitors | actives 0.028% (n = 370,000); active means well fitted inhibition curve with a large enough effect in the polarisation, with a control signal flat; inconclusive means small, poorly fitted or top-dose-only effect, or effect the other way, or a change in a side signal; inactive means no such curve, though single readings can be large or run the other way; the % refers to the polarisation;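 further: polarization taken with two DNA probes labelled with fluorescein and Texas red; potency means the concentration at half of the fitted maximal effect; % of control where 0% means no effect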
#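 His-tagged ERG Ets domain (1 uM in the protein solution; 300mM KCl, 50mM Tris-HCl, 1mM EDTA, 1mM DTT, pH 7.5) received compound, then a probe mix of 5 nM fluorescein-DNA and 100nM Texas-615-DNA. Fluorescence polarization was read for both dyes.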
# JMJD2A Tudor: qHTS Assay for Inhibitors of JMJD2A-Tudor Domain; AlphaScreen JMJD2A-Tudor / H3K4me3 peptide binding; AID 504339, 2011; actives 4.4% (n = 390,000); Potency, µM (top dose mostly 114 µM), inactives show top-dose activity change, negative = inhibition, hits mostly inhibitors; Lysine-specific demethylase 4A (Homo sapiens), O75164; further: potency means the concentration at half of the fitted maximal effect; on the % scale 0 is the no-effect control and ±100 the full control effect; nearly all actives have a fitted effect of over 50% in size
# BAZ2B block: qHTS Assay for Inhibitors of BAZ2B. AlphaScreen BAZ2B-H3K14Ac peptide displacement. Potency, µM (top dose mostly 114 µM), for inactives: at the highest dose activity change, negative = inhibition, hits mostly inhibitors. actives 4.4% (n = 360,000). AID 504333, 2011; further: potency means the concentration at half of the fitted maximal effect; on the % scale 0 is the no-effect control and ±100 the full control effect; nearly all actives have a fitted effect of over 60% in size
#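 AlphaScreen luminescence quantifies BAZ2B engagement of H3K14Ac peptide; the protein and biotinylated peptide are both at 50 nM final, buffer PBS pH 7.4 with 0.01% Tween-20, all steps at room temperature.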
# HP1b binding inh: HTS for Inhibitors of HP1-beta Chromodomain Interactions with Methylated Histone Tails | Potency, µM (top dose mostly 114 µM), without a hit: top-dose activity change, negative = inhibition, usual class: inhibitors | Chromobox protein homolog 1 (Homo sapiens), P83916 | actives 0.56% (n = 390,000) | AlphaScreen HP1-beta / biotin-H3K9me3 peptide binding; further: potency means the concentration at half of the fitted maximal effect; nearly all actives have a fitted effect of over 70% in size; inactives centre near 23
#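 AlphaScreen: HP1-beta (50 nM) preformed 30 min with biotin-H3(1-18)K9me3 peptide (50 nM) in PBS pH 7.4, 0.01% Tween-20. Compound added for 30 min at RT, then streptavidin donor/nickel chelate acceptor beads (10 ug/mL) for 30 min.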
# GLS inhibitor: qHTS for Inhibitors of Glutaminase (GLS) | GLS enzymatic activity, qHTS titration | Potency, µM (highest dose often 45.5 µM), for inactives: at the top dose activity change, negative = inhibition, most hits filed as inhibitors | actives 0.21% (n = 410,000) | AID 624170, 2012; further: potency means the concentration at half of the fitted maximal effect; on the % scale 0 is the no-effect control and ±100 the full control effect
# Target sequence (O94925 whole entry, looked up): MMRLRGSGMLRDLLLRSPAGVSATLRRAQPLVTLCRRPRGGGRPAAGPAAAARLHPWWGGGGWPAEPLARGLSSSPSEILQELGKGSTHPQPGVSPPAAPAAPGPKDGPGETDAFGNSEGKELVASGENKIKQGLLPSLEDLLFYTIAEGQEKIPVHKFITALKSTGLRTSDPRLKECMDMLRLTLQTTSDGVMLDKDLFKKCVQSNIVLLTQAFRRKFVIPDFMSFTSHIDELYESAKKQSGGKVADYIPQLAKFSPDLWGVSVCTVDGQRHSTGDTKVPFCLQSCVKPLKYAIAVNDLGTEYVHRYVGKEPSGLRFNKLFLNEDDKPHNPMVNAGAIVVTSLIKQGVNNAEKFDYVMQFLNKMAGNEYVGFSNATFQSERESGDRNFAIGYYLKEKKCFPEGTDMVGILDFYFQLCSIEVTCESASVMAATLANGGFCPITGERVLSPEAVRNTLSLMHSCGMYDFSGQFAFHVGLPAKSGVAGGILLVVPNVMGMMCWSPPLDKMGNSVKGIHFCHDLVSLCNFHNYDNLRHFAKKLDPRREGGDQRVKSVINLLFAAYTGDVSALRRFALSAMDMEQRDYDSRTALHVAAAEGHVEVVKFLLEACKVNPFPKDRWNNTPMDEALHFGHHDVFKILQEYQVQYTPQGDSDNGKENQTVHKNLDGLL
#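 Read-out is an Amplex red fluorescence increase coupled through glutamate oxidase and HRP, measured before and after 30 min room-temperature incubation. hKGA is in 45 mM KH2PO4 (pH 8.2) with 0.02% Tween-20; glutamine added as 1mM solution.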
# Active calls of the source: *; ? = inconclusive; nt = no result given; [ ] = remark or other dose. Unless noted, the call rests on the fitted dose curve; in most records, active means well fitted curve in the direction sought with a large enough effect; inconclusive means small, poorly fitted or top-dose-only effect, or another doubt; inactive means no such curve, though single readings can be large; an effect the other way counts as inactive or inconclusive. This is a subset; count on the stated rates, not on these rows.
mol	BAZ2B block	ERG Ets-DNA blk	JMJD2A Tudor	G9a block	GLS inhibitor	HP1b binding inh	ALOX12 inh	RGS4 inhibitor	PI4K2A inh
CCCc1nnc(SCC(=O)N2CCOCC2)n1Cc1ccco1	-6%	-4%	-4%	-18%[12.7 µM]	10%	27%	-9%	12%	4
CC(=O)Nc1nonc1-n1nnc(C(=O)NCc2ccccc2)c1C	-1%	-1%	-22%	-38%[59 µM]	15%	13%	-29%	16%	3
CN(CC(=O)Nc1c(Cl)cccc1Cl)C(=O)c1ccc(-n2cncn2)c([N+](=O)[O-])c1	-10%	3%	-13%	-4%	-3%	24%	?	-12%	-2
COc1ccc(N2CC(C(=O)N[C@H](C(=O)NC3CCCC3)C(C)C)CC2=O)cc1 (stereo partly drawn)	-27%	-2%	-4%	-9%	-3%	50%[activator]	60%[activator]	-1%[11.4 µM]	-2
CON(C)S(=O)(=O)c1ccc2c(c1)N(Cc1ccc(C)cc1)C(=O)C1CCCN21 (stereo not drawn)	-22%	25%	-17%	25µM*	15%	38%	-16%	-10%	-2
Cc1ccc(S(=O)(=O)CCC(=O)OCC(=O)NCc2ccccc2)cc1	-18%	0%	-12%	-5%	0%	38%	7%	14%	2
CCCSc1ncnc2[nH]ncc12	nt	5%	-16%	nt	-1%	13%[57 µM]	0%	2%	1
COc1ccc(NC(=O)C2=C(C)Nc3ncnn3C2c2ccc(C)o2)cc1 (stereo not drawn)	-12%	4%	-19%	-3%[59 µM]	5%	11%[57 µM]	-23%	-11%	3

# Some entries already given with just BAZ2B block, GLS inhibitor and RGS4 inhibitor:
Compound | BAZ2B block | GLS inhibitor | RGS4 inhibitor
Cc1ccc(S(=O)(=O)CCC(=O)OCC(=O)NCc2ccccc2)cc1 | -18% | 0% | 14%
CCCSc1ncnc2[nH]ncc12 | nt | -1% | 2%

# Continuation.
mol	BAZ2B block	ERG Ets-DNA blk	JMJD2A Tudor	G9a block	GLS inhibitor	HP1b binding inh	ALOX12 inh	RGS4 inhibitor	PI4K2A inh
O=C(Cn1c(=O)n(Cc2ccc3c(c2)OCO3)c(=O)c2oc3ccccc3c21)Nc1ccccc1	-36%	0%	-19%	-5%[59 µM]	-1%	3%	-8%	-3%	3
COc1cc(-c2cc(C(=O)Nc3cccc(S(=O)(=O)N(C)C)c3)c3ccccc3n2)cc(OC)c1OC	1%	11%	-4%	1%	-1%	16%	-15%	-26%	1
O=S(=O)(Nc1ccc(Cl)c(C(F)(F)F)c1)c1cnc[nH]1	7%	-4%	-3%	-28%[12.7 µM]	1%	16%	43%[activator]	3%	11
O=C(OC1CCOC1=O)c1ccc2ccccc2n1 (stereo not drawn)	6%	-5%	?	?	0%	17%	?	-8%	-6
Cc1ccc(-n2nccc2-c2nn(-c3cccc(C(F)(F)F)c3)c(=O)n(C)c2=O)cc1	-1%	-13%	-1%	5%	-5%	25%	?	8%	3
CCOc1ccccc1NC(=O)Cn1c(=O)n(-c2ccc(F)cc2)c(=O)c2sc3ccccc3c21	-10%	3%	-17%	-34%[59 µM]	-4%	35%	-27%	-16%	-17
O=S1(=O)CCN(Cc2cccc(Cl)c2)CC1	-1%	1%	-24%	-4%	5%	14%	33%[activator]	-7%	-2
O=[N+]([O-])C1=CC=C2C(=NC3(CCCCC3)N2O)C1=NCCc1ccccc1	-24%	-1%	-13%[11.4 µM]	7.1µM*	3%	-22%	-12%	-51%	2
Cc1nn(CC(=O)NCc2ccc(C(=O)O)cc2)c(C)c1[N+](=O)[O-]	-14%	0%	-10%	-27%	1%	37%	-1%	-14%	5
O=C(O)CSc1nnc(CNc2cccc(C(F)(F)F)c2)n1Cc1ccco1	?	1%	-16%	19%[59 µM]	-21%	45%[activator]	0%	15%	-11
COC(=O)c1ccc(C(=O)OC)c(NC(=S)N2CCCC2)c1	-11%	-16%	7%	18%	4%	1%	2%	-19%	0
O=C(O)C1OCC2(CO1)COC(C(=O)O)OC2 (stereo not drawn)	nt	-2%	?	nt	-5%	10%	?	-21%	6
c1ccc(Nc2nc(Nc3ccccc3)nc(N3CCNCC3)n2)cc1	-10%	7%	-32%	-14%	9%	25%	?	-4%	1
CCC1C(=O)N=C(SCC(=O)Nc2ccc(C(=O)OC)cc2)NC1=O (stereo not drawn)	?	-1%	-5%	1%[59 µM]	36%[activator]	29%	0%	-6%	-1
CC(C)C[C@@H](CSc1ccc(Br)cc1)N1CCN(CC(C)C)CCC1=O	42%[activator]	4%	38%[activator]	19%[12.7 µM]	-4%	96%[activator]	-10%	-32%	3
Cc1ccc(S(=O)(=O)Cc2c(C)noc2C)cc1	1%	0%	2%	-3%	-10%	40%[activator]	-7%	-18%	4
COc1ccc(/C=C2\SC(=S)N(CCCC(=O)Nc3ccc(C(=O)O)cc3)C2=O)cc1OC	50µM*	13%	?	nt	15%	-10%	-21%	-5%	-1
Cc1ccnc(NS(=O)(=O)c2ccc(NS(=O)(=O)c3ccc(Br)cc3)cc2)n1	-3%	2%	5%	4%	-1%	38%	-9%	-16%	1
C/C(=N\NC(=O)c1cccc2ccccc12)c1cccnc1	-37%	12%	-15%	?	6%	35%	428%[activator]	6%	1
O=C(CN1CCN(Cc2ccc3c(c2)OCO3)CC1)Nc1ccc(F)cc1	-1%	-12%	-5%	3%[59 µM]	1%	1%	-21%	-15%	-2
CCSc1ncc(Cl)c(C(=O)N(Cc2ccc(N(C)C)cc2)C2CCS(=O)(=O)C2)n1 (stereo not drawn)	?	0%	?	?	33%	-20%	?	-24%	0
O=C(c1ccccc1)c1ccc(CN2C(=O)c3ccccc3C2=O)o1	4%	nt	?	10%[59 µM]	-5%	-28%	4%	-18%	-2
Cc1ccc(NC(=O)c2ccc3nc(Cc4ccccc4)oc3c2)cc1F	0%	-4%	-4%	-3%[59 µM]	2%	22%[57 µM]	?	0%	-8
CC(C)(C)OC(=O)N1CCOCCOCCN(C(=O)OC(C)(C)C)CCOCC1	16%	3%	-1%[57.1 µM]	3%[59 µM]	2%	23%	-1%	6%[11.4 µM]	0

# Given field by field: 4 of the compounds above
O=C(CN1CCN(Cc2ccc3c(c2)OCO3)CC1)Nc1ccc(F)cc1
  BAZ2B block = -1%	ERG Ets-DNA blk = -12%	JMJD2A Tudor = -5%	G9a block = 3%[59 µM]	GLS inhibitor = 1%	HP1b binding inh = 1%	ALOX12 inh = -21%	RGS4 inhibitor = -15%	PI4K2A inh = -2
CCSc1ncc(Cl)c(C(=O)N(Cc2ccc(N(C)C)cc2)C2CCS(=O)(=O)C2)n1 (stereo not drawn)
  BAZ2B block = ?	ERG Ets-DNA blk = 0%	JMJD2A Tudor = ?	G9a block = ?	GLS inhibitor = 33%	HP1b binding inh = -20%	ALOX12 inh = ?	RGS4 inhibitor = -24%	PI4K2A inh = 0
O=C(c1ccccc1)c1ccc(CN2C(=O)c3ccccc3C2=O)o1
  BAZ2B block = 4%	ERG Ets-DNA blk = nt	JMJD2A Tudor = ?	G9a block = 10%[59 µM]	GLS inhibitor = -5%	HP1b binding inh = -28%	ALOX12 inh = 4%	RGS4 inhibitor = -18%	PI4K2A inh = -2
Cc1ccc(NC(=O)c2ccc3nc(Cc4ccccc4)oc3c2)cc1F
  BAZ2B block = 0%	ERG Ets-DNA blk = -4%	JMJD2A Tudor = -4%	G9a block = -3%[59 µM]	GLS inhibitor = 2%	HP1b binding inh = 22%[57 µM]	ALOX12 inh = ?	RGS4 inhibitor = 0%	PI4K2A inh = -8

# More results.
mol	BAZ2B block	ERG Ets-DNA blk	JMJD2A Tudor	G9a block	GLS inhibitor	HP1b binding inh	ALOX12 inh	RGS4 inhibitor	PI4K2A inh
O=C(CCNC(=O)c1ccc(Br)cc1)Nc1ccc(S(=O)(=O)Nc2ncccn2)cc1	7%	-8%	-10%	-12%[2.33 µM]	-9%	23%	?	-25%	-2
O=C(O)c1ccc(Nc2cnc3ccccc3n2)cc1	-22%	7%	-11%	?	2%	43%[activator]	-14%	-12%[11.4 µM]	-55*
CCOc1ccc(C2CC(=O)NC2=O)cc1 (stereo not drawn)	-3%	-3%	-7%	14%	12%	28%	0%	-7%	-2
C#CC(C)(C)NC(=S)NC1CC2C=CC1C2 (stereo not drawn)	-15%	-3%	-3%	0%	-4%	48%[activator]	0%	8%	-3
CC1=CC(=O)C(C(C)C)=C/C1=C(\c1cc(C(C)C)c(OP(=O)(O)O)cc1C)c1ccccc1C(=O)O	-1%	?	-2%	-5%	?	8%	?	?	3
COc1ccnc2c1c(=O)n(Cc1ccccc1Cl)c(=O)n2C	-2%[57.1 µM]	-10%	-10%	61%	13µM*	28%	11%	10%	-2
